Source: PubChem BioAssay (several laboratories)
Furin inhibitor = human furin inhibition. 220,000 tested, 0.061% active. inhibition, % at 30 µM. purified furin, fluorogenic substrate cleavage. P09958; in the data active = inhibition above about 25%; also: inactives centre near -15
Thrombin inh = inhibitors of human thrombin | P00734 | 220,000 tested, 0.26% active | alpha-thrombin, Boc-VPR-AMC fluorogenic substrate cleavage | inhibition, % at 5 µM;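 active = inhibition at or above 40%; inactive = inhibition below 40%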;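 also: 0% = enzyme with no compound and 100% = wells without enzyme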
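System: Human alpha-thrombin protein | Medium: pH 7.5 Tris (50 mM) with NaCl 150 mM, Tween 20 0.05% | Times: Enzyme reaction carried out at room temperature | Detection: AMC fluorescence, 355/460 nm | Evaluation: Percent inhibition scaled between no-compound controls and no-enzyme blanks | Benchmarks: Enzyme without compound as high, wells lacking enzyme as low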
Cl transport mod = modulators of human KCC2 chloride dependent transport; Q9H2X9; KCC2 cells, thallium flux FluoZin-2 fluorescence; B-score of Tl+ flux slope (higher = more flux/activation; lower = inhibition) at 10 µM; 190,000 tested, 2.2% active;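 active = thallium flux slope and its plate-corrected score both differing from the plate sample mean at a set confidence after two filtering rounds, in either direction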;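 also: slope of fluorescence scaled to starting intensity during 10 to 20 s after thallium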
Rad51 HR inh = Rad51 (human) homologous recombination inhibition; inhibition, % at 10 µM; 200,000 tested, 0.085% active; Q06609; AID 1385; hRad51 DNA strand exchange, fluorescence dequenching;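 active = inhibition above 40% at the single screening dose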;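 also: 0% = DMSO control wells and 100% = blanks with heterologous ssDNA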
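material = hRad51 filaments on single-stranded DNA | reagent = Donor/quencher-labelled 47-bp dsDNA substrate | compound = 10 µM final, single point | schedule = strand-exchange reaction 15 min at room temperature | measured by = fluorescein emission 520 nm, excitation 485 nm | read-out basis = % inhibition versus plate control and blank means | benchmarks = plate controls and plate blanks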
FXIIa inh = inhibitors of human coagulation factor XIIa. P00748. purified FXIIa, Boc-QGR-AMC fluorogenic substrate, 2 h. inhibition, % at 5 µM. 220,000 tested, 0.3% active; in the data active = inhibition above about 40%;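 also: 0% = enzyme with no compound and 100% = blank without enzyme; many of its hits are not listed in these tables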
PERK inhibitor = human PERK inhibition, primary cell-based screen; Q9NZJ5; CHO PERK-DD fusion, SEAP luminescence translation reporter; inhibition, % at 5.6 µM; 220,000 tested, 0.17% active; AID 1416;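 active = inhibition above the mean inhibition of all tested compounds plus 3 SD, set separately per screening campaign, cut at about 2.9% in these data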;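 also: PERK kinase domain activated by AP20187 dimerizer at 100 nM; 0% = DMSO with dimerizer and 100% = rapamycin at 8.4 µM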
Target sequence (Q9NZJ5 whole entry, looked up, the tested form may be a part): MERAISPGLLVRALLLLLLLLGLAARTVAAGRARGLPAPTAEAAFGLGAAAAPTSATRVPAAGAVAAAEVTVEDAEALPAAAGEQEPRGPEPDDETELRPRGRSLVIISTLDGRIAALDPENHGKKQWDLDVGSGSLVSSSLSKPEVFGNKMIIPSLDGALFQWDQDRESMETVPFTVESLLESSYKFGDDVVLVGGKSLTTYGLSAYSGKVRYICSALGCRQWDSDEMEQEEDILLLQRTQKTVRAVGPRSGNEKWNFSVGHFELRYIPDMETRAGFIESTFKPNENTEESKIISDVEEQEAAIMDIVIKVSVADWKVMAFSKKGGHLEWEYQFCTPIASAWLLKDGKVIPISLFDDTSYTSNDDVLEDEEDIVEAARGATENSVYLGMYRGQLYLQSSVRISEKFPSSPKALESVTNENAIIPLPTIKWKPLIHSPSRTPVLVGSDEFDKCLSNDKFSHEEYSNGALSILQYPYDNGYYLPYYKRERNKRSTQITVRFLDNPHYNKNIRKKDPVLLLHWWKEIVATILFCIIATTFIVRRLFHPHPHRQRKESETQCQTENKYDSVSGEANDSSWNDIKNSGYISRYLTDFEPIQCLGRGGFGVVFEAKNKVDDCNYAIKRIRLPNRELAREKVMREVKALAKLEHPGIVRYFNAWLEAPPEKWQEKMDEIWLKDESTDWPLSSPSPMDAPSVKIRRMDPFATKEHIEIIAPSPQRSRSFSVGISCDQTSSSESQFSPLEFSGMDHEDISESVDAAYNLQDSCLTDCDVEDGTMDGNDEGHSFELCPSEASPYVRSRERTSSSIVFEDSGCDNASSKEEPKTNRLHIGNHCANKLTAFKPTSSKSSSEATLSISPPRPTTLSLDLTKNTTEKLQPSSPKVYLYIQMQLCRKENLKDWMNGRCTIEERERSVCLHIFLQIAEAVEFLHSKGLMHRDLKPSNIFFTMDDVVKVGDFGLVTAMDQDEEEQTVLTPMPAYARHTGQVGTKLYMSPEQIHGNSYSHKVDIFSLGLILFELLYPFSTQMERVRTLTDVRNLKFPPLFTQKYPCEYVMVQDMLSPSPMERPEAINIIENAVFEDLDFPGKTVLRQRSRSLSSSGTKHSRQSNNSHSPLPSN
KLK5 inh = inhibitors of human kallikrein 5 | 210,000 tested, 0.59% active | Q9Y337 | recombinant hK5, fluorogenic AMC substrate cleavage | AID 873 | inhibition, % at 5 µM;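 active = inhibition of 40% or more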;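 also: 0% = enzyme controls without compound and 100% = no-enzyme blanks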
FXIa inh 1536 = blocks human coagulation factor XIa protease activity; P03951; purified FXIa, Boc-Glu-Ala-Arg-AMC fluorogenic substrate; inhibition, % at 5 µM; 220,000 tested, 0.14% active; AID 798;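 active = inhibition of at least 40%; inactive = inhibition below 40%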;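 also: fluorescence of freed AMC excited at 355 nm; 0% = enzyme without compound and 100% = no enzyme blank; many of its hits are not listed in these tables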
m-calpain inh = calpain II (pig) inhibition. purified calpain II, fluorogenic peptide substrate, 30 min. inhibition, % at 16 µM. 220,000 tested, 0.37% active. AID 1236;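 active = inhibition above about 50%, limit read from the data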
* = called active by the depositor; x = not tested or not shown; [ ] = dose if it differs, or a comment.

entry	Furin inhibitor	Thrombin inh	Cl transport mod	Rad51 HR inh	FXIIa inh	PERK inhibitor	KLK5 inh	FXIa inh 1536	m-calpain inh	canonical_smiles
1	-21.1	-3.1	-2.55	1.9	9.0	-0.8	11.6	3.1	32.5	Clc1ccc(Cn2ncc3c(NCc4ccco4)ncnc32)c(Cl)c1
2	5.6	3.0	0.0134	x	10.3	0.2	0.7	6.3	21.6	CN(C)c1ccc(/C=C2/NC(=O)NC2=O)cc1
3	-28.2	-1.8	x	4.0	21.3	0.5	11.7	15.4	8.3	COC(=O)c1ccccc1N(Cc1ccccc1)S(C)(=O)=O
4	20.5	-3.2	0.107	x	4.8	0.2	-1.4	-3.7	19.3	O=C(N/N=C/c1ccncc1)c1cc2ccccc2o1
5	-15.0	0.0	15.4*	5.9	9.4	0.0	1.3	1.3	-3.8	Cc1ccc(/C=N/n2c(-c3ccco3)n[nH]c2=S)cc1
6	-6.1	3.5	0.0161	-5.3	2.9	0.7	-14.9	0.1	-25.3	COc1cc(NC(=O)NCc2ccncc2)cc(OC)c1OC
7	-6.0[20 µM]	0.4	0.882	-2.8	11.3	0.9	-6.8	0.3	15.7	COc1cc(OC)cc(-n2nc(C(=O)N3CC(C)CC(C)C3)c3ccccc3c2=O)c1 (stereo unspecified)
8	-14.3	-2.7	-0.18	3.7	1.1	1.2	-253.3	-7.6	-2.4	c1ccc(-c2cccc(-c3ccccn3)n2)nc1
9	-19.5[20 µM]	-4.5	-0.368	5.1	2.4	-0.6	-16.6	2.8	-13.4	CCCCOc1ccc(C)cc1CN(CCO)CCO
10	-22.9	-11.2	0.457	1.1	8.9	0.1	-11.3	0.9	-3.5	N#C/C(=C/c1cccc([N+](=O)[O-])c1)c1nnc2n1CCCCC2
11	-14.9	55.2*	0.0505	x	17.9	x	10.8	10.8	5.3	O=C1C=C(O)c2c(O)cccc2C1=O
12	-20.2	-7.2	-0.962	3.6	-2.8	0.1	-7.7	-1.6	-7.6	O=C(CN1C2=NCCN2c2ccccc21)c1cccs1
13	-26.1	-1.0	0.121	2.6	10.3	0.2	-8.1	6.3	-98.7	Cc1ccc(NS(=O)(=O)c2ccc(Cl)c(C(=O)Nc3ccccc3-c3nc4ccccc4[nH]3)c2)cc1C
14	-24.4	-0.3	-1.23	4.6	5.9	0.0	3.8	-2.2	-33.2	Cn1c(C(=O)NCCN2CCCCCC2)cc2c(=O)n(C)c3ccccc3c21
15	-15.7[20 µM]	-1.0	x	3.2	12.1	0.0	-18.0	14.6	44.9	Cc1nc(-c2ccccc2)sc1C(=O)CSc1ccccc1
16	-29.1	-9.2	0.295	-6.2	-3.6	0.6	-5.8	-3.6	-14.6	Cc1nc([N+](=O)[O-])c(C(=O)OCc2ccc(C#N)cc2)n1C
17	-24.5	-1.8	-0.396	x	6.5	1.3	3.1	0.2	-3.3	O=C(C1=C[C@@H](c2ccc(C(F)(F)F)cc2)C[C@@H](OCCCCO)O1)N1CCOCC1
18	-8.4	-2.3	-0.3	2.1	1.1	0.7	-8.3	-3.0	11.2	Cc1ccc(Sc2cnc(N)nc2C)cc1
19	-10.6[20 µM]	-6.3	0.516	0.0	3.5	-0.2	x	-0.3	-41.8	CCCCCCC(=O)Nc1nc(C)c(-c2csc(Nc3cccc(OC)c3)n2)s1
20	-27.6	-9.9	-0.608	9.3	1.6	-0.2	2.0	-4.6	-13.2	Cc1cccc(C)c1NC(=O)c1cc(-c2ccccn2)nc2ccccc12
21	-5.9	-3.9	0.677	7.3	13.1	0.5	-9.1	10.0	13.2	Cc1c(NC(=O)CC(C)C)c(=O)n(-c2ccccc2)n1C
22	-7.0[20 µM]	2.2	0.356	-16.0	15.3	1.1	-6.3	9.8	-21.2	COc1ccc(C2CC(c3cccs3)=Nc3ccccc3S2)cc1OC (stereo unspecified)
23	-17.7	-4.9	-0.0207	1.5	7.3	0.8	-3.8	7.3	0.8	COc1ccc(CN=C2NC(=O)CC(C(=O)Nc3ccccc3C)S2)cc1 (stereo unspecified)
24	0.5[20 µM]	-10.9	-0.665	6.7	-1.6	0.5	-16.1	-4.5	6.7	C/C(=N\NC(=O)Cc1cccn1C)c1ccc2ccccc2c1
25	-31.5	1.6	0.434	24.4	0.7	2.0	-3.8	9.1	-8.6	CN(Cc1ccccc1)S(=O)(=O)c1cccc(C(=O)O)c1
26	-8.8	1.6	1.21	3.0	12.7	0.8	-9.2	4.5	-12.4	Cc1cccc(CSc2nc3ccncc3n2CC(=O)Nc2cc(C)cc(C)c2)c1
27	-8.8	12.2	1.23	-16.6	20.6	-0.1	15.7	6.7	16.9	COc1ccc(C(=O)/C(=C\N(C)C)n2nc(C)cc2C)cc1
28	-10.9[20 µM]	3.2	0.139	-0.6	11.8	-0.9	3.9	6.2	-9.2	c1csc(-c2nn3c(Cn4cnc5ccccc54)nnc3s2)c1
29	-21.0[20 µM]	-2.0	-5.13*	-5.1	2.1	1.2	-16.4	-0.5	-15.5	O=C(NCc1ccccc1)c1nc2c(nnn2Cc2cccc(Cl)c2)c(=O)[nH]1
30	-13.3[20 µM]	-7.2	-0.0869	0.4	-7.7	0.7	7.8	-6.2	-6.8	COc1ccccc1Nc1nc(C)cc(C)c1C(N)=O

Sorted by length of the SMILES (rising): some entries from above
entry	Furin inhibitor	Thrombin inh	Cl transport mod	Rad51 HR inh	FXIIa inh	PERK inhibitor	KLK5 inh	FXIa inh 1536	m-calpain inh	canonical_smiles
8	-14.3	-2.7	-0.18	3.7	1.1	1.2	-253.3	-7.6	-2.4	c1ccc(-c2cccc(-c3ccccn3)n2)nc1
22	-7.0[20 µM]	2.2	0.356	-16.0	15.3	1.1	-6.3	9.8	-21.2	COc1ccc(C2CC(c3cccs3)=Nc3ccccc3S2)cc1OC (stereo unspecified)
14	-24.4	-0.3	-1.23	4.6	5.9	0.0	3.8	-2.2	-33.2	Cn1c(C(=O)NCCN2CCCCCC2)cc2c(=O)n(C)c3ccccc3c21

(list continues)
entry	Furin inhibitor	Thrombin inh	Cl transport mod	Rad51 HR inh	FXIIa inh	PERK inhibitor	KLK5 inh	FXIa inh 1536	m-calpain inh	canonical_smiles
31	-23.7	-5.1	-0.0302	1.9	7.3	0.5	2.0	-1.2	-32.1	Cc1nc(CN(C)Cc2nc(Cc3ccccc3Cl)no2)cs1
32	-12.7	0.0	-0.179	11.0	5.8	0.9	-4.7	3.3	-24.3	Cc1ccc(Nc2nc3ccccc3c(=O)[nH]2)cc1C
33	4.0	0.6	0.0183	17.1	10.2	0.6	3.9	3.2	28.9	CC(=O)Nc1ccc(/C=C(\C#N)C(N)=O)cc1
34	-34.7	-2.2	0.38	5.2	13.9	x	4.1	3.1	-50.8	Cn1c(=O)[nH]c(=O)c2c1nc(CN1CCN(c3ccccc3F)CC1)n2CCc1ccccc1
35	-18.2[20 µM]	3.7	-0.778	-13.2	16.0	1.0	-0.5	0.7	-44.6	O=C(CSc1nc(-c2ccccc2)cs1)NCc1ccco1
36	-0.2	-11.1	-0.609	-3.7	-1.6	0.3	-3.6	-4.0	15.6	COc1ccc(/C=C2\SC(=O)N(CCn3cnnn3)C2=O)cc1
37	-16.2	-1.9	-1.43	3.7	11.9	0.3	-5.2	5.3	-5.6	CC1CCCCN1C(=O)c1cc(Cl)ccc1[N+](=O)[O-] (stereo unspecified)
38	-19.6	1.2	-0.0246	-11.8	10.1	0.0	-24.3	6.5	-27.4	Cc1cccc(NC(=O)CN2C(=O)S/C(=C\c3cc(C)n(C)c3C)C2=O)c1
39	-38.0	-4.4	-0.979	2.2	x	0.8	-0.8	-3.0	-22.9	COc1ccccc1OCC(=O)NNC(=O)Nc1ccc(Cl)cc1
40	-26.5	-7.8	-0.549	-0.3	2.7	0.9	0.8	-1.8	-7.4	Cc1nnc(N(C)C(=O)c2ccc3c(c2)OCO3)s1
41	-16.2	-0.1	-0.241	-49.4	13.1	0.4	-7.3	8.7	-1.5	COc1ccc(CC(=O)Nc2cccc(C(=O)NN3C(=O)c4ccccc4C3=O)c2C)cc1
42	-21.2[20 µM]	0.2	0.904	x	13.9	0.1	-6.3	1.4	-71.7	Cc1cc(=O)oc2cc(OCC(=O)NCc3ccncc3)ccc12
43	-17.1	-14.3	0.0595	9.2	4.3	0.7	-3.7	-6.2	-24.4	CC1Cc2ccccc2N1CC(=O)Nc1ccc(N2CCOCC2)cc1 (stereo unspecified)
44	-13.9	-3.6	0.474	x	9.0	-1.3	1.4	10.5	-9.8	COc1cc2c(cc1OC)CN(C(=O)c1ccc(Br)o1)CC2
45	-15.6[20 µM]	-2.2	1.71	7.5	12.5	0.4	6.4	4.5	0.9	CC(C)NCCOc1cccc(Br)c1
46	-15.1[20 µM]	0.7	-0.287	-0.9	13.1	-0.2	-1.9	-15.3	8.7	CNC(=O)COC(=O)c1cccnc1SC
47	-19.4	-6.9	0.617	x	6.2	-0.4	1.6	1.0	-18.5	C=CCN1C(=O)N(c2ccc(F)cc2)C(=O)C1CC(=O)Nc1ccc(Cl)cc1 (stereo unspecified)
48	-16.6	-1.3	-0.259	-39.2	-0.2	1.4	-15.6	-7.3	-50.0	COc1ccc(/C=N/NC(=O)c2cccc(C(F)(F)F)c2)cc1
49	-16.5	-3.7	1.01	x	6.1	0.0	x	-1.6	-12.6	CC(C)(Oc1ccc(Cl)cc1)C(=O)N1CCC(C(N)=O)CC1
50	-22.5[20 µM]	-4.5	-0.584	-4.7	-6.9	0.9	6.4	-9.9	25.6	CCCc1cc(=O)n2[nH]c(NCc3c(F)cccc3Cl)nc2n1
51	-2.3	-2.0	-0.136	2.5	0.8	-1.7	-6.4	-6.8	-91.0	Cc1cc(N2CCN(C(=O)c3ccco3)CC2)n2nc(-c3cccc(F)c3)cc2n1
52	-18.9[20 µM]	21.5	-0.771	-7.1	18.9	-0.7	35.7	16.9	17.8	Cc1ccc(Nc2nc3c(c(=O)[nH]c(=O)n3C)n2Cc2ccc(F)cc2)cc1
53	4.5	4.5	0.238	x	15.6	0.1	-5.8	8.0	19.2	CCOC(=O)C1(C(F)(F)F)N=C(C(F)(F)F)Nc2ccc(F)cc21 (stereo unspecified)
54	-23.5	3.2	-0.411	2.8	8.7	0.1	0.2	-5.1	-162.0	CCCCc1c(C)nc2ccc(Br)cc2c1SC(N)N
55	-23.2	-4.1	-0.592	0.1	9.0	-0.1	2.8	3.1	-5.1	COc1ccc(NC(=O)CSc2ccc(-c3ccccn3)nn2)cc1OC
56	-1.5	-9.4	-0.371	-4.1	-17.7	0.2	-24.3	-19.6	-4.8	CC1=CC(C)(C)N(C(=O)CSc2nnc(N)s2)c2c(C)cc(C)cc21
57	-26.1	-8.7	0.0228	2.0	0.8	-1.3	-11.1	-0.2	-1.9	CCC(=O)Nc1cccc(NC(=S)NC(=O)c2ccccc2)c1
58	-4.4	-5.1	-1.09	7.3	8.6	1.7	-2.5	11.8	-29.2	NC(=NCc1ccc2c(c1)OCO2)NC(=O)c1ccccc1
59	-9.8	1.3	-3	4.7	12.8	0.1	-5.0	9.4	-11.4	COc1ccc(/C=C/C(=O)NCCn2c(C)cc3ccccc32)cc1OC
60	-15.5	-0.9	2.01	-7.9	10.4	-0.1	4.9	3.1	17.3	NNC(=S)Nc1ccc(Cl)cc1
61	-15.2	5.3	0.134	16.3	18.3	0.7	1.4	6.0	-13.4	Cc1cc(C(=O)NNc2ccc(C)c(C)c2)no1
62	-16.1	-4.8	0.807	2.9	13.9	-0.5	-3.2	1.3	11.2	CCN(CC)C(=O)C1CCC(CNS(=O)(=O)c2cccc3cccnc23)CC1 (stereo unspecified)
63	-32.3	1.8	-0.93	x	10.8	1.3	x	2.0	-9.4	O=C1Nc2ccccc2N(O)N1c1ccc(Cl)c(Cl)c1

This is a subset; count on the stated rates, not on these rows.
